N370S GC mod: inhibits or activates N370S mutant glucocerebrosidase. N370S GC spleen homogenate, 4MU-glucoside fluorescence. Potency, µM (top dose mostly 59.4 µM), inactives show at the highest dose activity change, negative = inhibition, most hits filed as inhibitors. P04062. 330,000 compounds, 0.092% hits;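 further: 0% = full enzyme activity and -100% = no enzyme basal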
DT40 TDP1 no CPT: qHTS for Inhibitors of human tyrosyl-DNA phosphodiesterase 1 (TDP1): qHTS in cells in absence of CPT | AID 686978, 2013 | Potency, µM (highest dose often 46.2 µM), without a hit: at the top dose activity change, negative = growth inhibition, hits mostly inhibitors | 420,000 compounds, 15% hits | DT40 Tdp1-/- hTDP1 cells, no CPT, ATP luminescence, 48 h; further: nearly all actives have a fitted effect of over 55% in size
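Camptothecin absent (DMSO only). Human TDP1-complemented DT40 knockout cells, 400 cells/well, 37 °C for minimum 48 hr; ATP measured via CellTiter-Glo, 30 min dark incubation, luminescence.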
TDP1 inh: TDP1 (human) enzyme inhibition; Q9NUW8; recombinant TDP1, AlphaScreen DNA substrate cleavage; Potency, µM (series often up to 130 µM), for inactives: at the highest dose activity change, negative = inhibition, usual class: inhibitors; 350,000 compounds, 0.28% hits; AID 485290; further: nearly all actives have a fitted effect of over 40% in size
Target sequence (Q9NUW8 whole entry, looked up): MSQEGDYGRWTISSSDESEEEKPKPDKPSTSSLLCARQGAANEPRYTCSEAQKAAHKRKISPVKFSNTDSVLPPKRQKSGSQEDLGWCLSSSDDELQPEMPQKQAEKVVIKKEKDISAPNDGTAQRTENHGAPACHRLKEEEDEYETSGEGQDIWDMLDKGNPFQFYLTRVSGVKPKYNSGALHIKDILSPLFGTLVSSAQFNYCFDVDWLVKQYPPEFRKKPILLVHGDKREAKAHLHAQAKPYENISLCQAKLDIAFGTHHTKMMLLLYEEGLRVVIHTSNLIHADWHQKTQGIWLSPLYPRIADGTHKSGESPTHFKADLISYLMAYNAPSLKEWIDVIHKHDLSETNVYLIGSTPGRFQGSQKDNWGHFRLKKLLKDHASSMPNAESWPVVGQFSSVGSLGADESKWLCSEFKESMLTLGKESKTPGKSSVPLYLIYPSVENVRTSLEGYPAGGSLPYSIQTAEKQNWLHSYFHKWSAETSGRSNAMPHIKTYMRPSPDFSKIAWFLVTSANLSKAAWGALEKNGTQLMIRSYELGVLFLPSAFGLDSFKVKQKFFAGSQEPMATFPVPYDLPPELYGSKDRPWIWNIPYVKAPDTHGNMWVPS
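Enzyme-compound mixtures sat 15 min at room temperature, followed by a 5 min reaction with 15 nM final substrate and 10 min with AlphaScreen beads. Recombinant human Tdp1 was used at 1 nM final.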
The depositor's hits bear a star; ? = inconclusive; nt = not tested or not shown; & = joins results of further samples; [ ] = another dose, or the depositor's remark. The call rests on the fitted dose curve; in most records, active means well fitted curve in the direction sought with a large enough effect; inconclusive means small, poorly fitted or top-dose-only effect, or another doubt; inactive means no such curve, though single readings can be large; an effect the other way counts as inactive or inconclusive. Unless noted, on the % scale 0 is the no-effect control and ±100 the full control effect; potency means the concentration at half of the fitted maximal effect. These rows are one share of the data, so the mix of outcomes need not match the whole.

The line under a structure holds: N370S GC mod	DT40 TDP1 no CPT	TDP1 inh
O=C(COC(=O)c1cccc(Br)c1)NCCc1ccccc1
  11%	7%	0%
COc1ccc2[nH]c(=O)c(C(c3nnnn3C3CCCCC3)N3CCN(C)CC3)cc2c1 (stereo not given)
  -27%	8%	1%
CNS(=O)(=O)c1ccc(C)cc1
  -2%	-9%	-8%
C=CCNc1nc(-c2c(C)nc3ncccn23)cs1
  -14%	-23%	nt
O=C(N/N=C/c1ccc(C(=O)O)cc1)C(=O)N1CCCCCC1
  -5%	14%	3%
CCOC(=O)c1scc(-c2ccc(C)cc2)c1S(=O)(=O)N1CCN(c2ccccc2F)CC1
  nt	18µM*	1%
Cn1c2ccccc2c(=O)c2cc(NCCCN3CCOCC3)ccc21
  nt	?	-1%
O=C(OCC(=O)N(c1ccccc1)C1CCCCC1)c1ccc(CO)cc1
  nt	?	0%
CC1=C(C(=O)OCc2ccccc2)C(c2ccc(C(C)(C)C)cc2)NC(=O)N1CCCCCC(=O)O (stereo not given)
  -9%&-18%	?	-3%&6%
O=C(Nc1ccc(N2CCCC2)cc1)c1cccc(Cl)c1
  -4%	13µM*	nt
CCN(CC)S(=O)(=O)c1ccc(N2CCOCC2)c(NC(=O)c2sccc2C)c1
  nt	18µM*	2%
CCn1cc2nc(SCc3ccc(C)cc3)n(CCc3ccccc3)c(=O)c2n1
  nt	?	0%
Cc1ccccc1C(=O)c1cccn1CC(=O)NCC1CCCO1 (stereo not given)
  2%	-5%	5%
OCC[C@H]1C[C@@H](O)[C@H](O)[C@]2(CCc3ccccc3O2)O1
  -6%	-8%	-3%
COc1ccc([N+](=O)[O-])cc1NC1CCCCC1
  12%	-21%	5%
COCCC(=O)N1CCC(Oc2ccc(C(=O)NC3CCOC(C)(C)C3)cc2)CC1 (stereo not given)
  -2%	-22%	0%
Cc1ccccc1CSc1nc2c(sc3ccccc32)c(=O)n1CCCOC(C)C
  nt	?	5%
Cc1ccc(C(=O)Nc2ccc(Br)cc2)cc1S(=O)(=O)Nc1ccccn1
  1%	-20%	0%
CCOc1ccc(C(NC(=O)CC)c2c(O)ccc3ccccc23)cc1 (stereo not given)
  ?	?	3%
NS(=O)(=O)c1ccc(CCNC(=O)C2Cc3ccccc3CN2C(=O)c2ccco2)cc1 (stereo not given)
  6%	0%	5%
CCCCCc1cc(=O)oc2c(C(CCN3CCCC(C)C3)c3cc(OC)c(OC)c(OC)c3)c(OC)cc(OC)c12 (stereo not given)
  ?	29µM*	nt
CCOc1ccc2nc(NC(=O)C3CCN(S(=O)(=O)c4cnc[nH]4)CC3)sc2c1
  -5%	-26%	4%
CCN(C(=O)c1cccn(Cc2ccccc2C)c1=O)c1ccccc1
  nt	?	2%
O=C(Nc1ccccn1)c1cc2cc([N+](=O)[O-])ccc2s1
  0%	-30%	nt
CCC1CCCCN1Cc1nc2c(c(=O)n(C)c(=O)n2C)n1Cc1cccc2ccccc12 (stereo not given)
  6%	?	4%
C[C@]12CC[C@@H]3c4ccc(O)cc4[C@@H](O)C[C@H]3[C@@H]1CC[C@@H]2O
  2%	nt	-5%
COc1cc(O)c(C(CC(=O)N2CCCCC2)c2cc(OC)c(OC)c(OC)c2)c(OC)c1 (stereo not given)
  -2%&10%	-10%	2%&2%
COc1ccc(CCC(=O)NNC(=O)Nc2ccc(C(C)C)cc2)cc1
  -22%	12%	2%
Cc1ccc(-n2c(=O)[nH]c3c(oc4ccccc43)c2=O)cc1
  17%	6%	0%
Cc1cc2oc(=O)cc(-c3ccccc3)c2c(C)c1-c1ccc(F)c(Cl)c1
  6%[89.1 µM]	-11%	0%[56.1 µM]

Entries of single compounds, looked up by structure.
NS(=O)(=O)c1ccc(CCNC(=O)C2Cc3ccccc3CN2C(=O)c2ccco2)cc1 (stereo not given) as listed: N370S GC mod: 6%; DT40 TDP1 no CPT: 0%; TDP1 inh: 5%
C=CCNc1nc(-c2c(C)nc3ncccn23)cs1 as listed: N370S GC mod: -14%; DT40 TDP1 no CPT: -23%; TDP1 inh: nt

Continued:
The line under a structure holds: N370S GC mod	DT40 TDP1 no CPT	TDP1 inh
O=C1/C(=C\c2ccc3ccccc3c2)CCCc2ccccc21
  4%	?	-2%
CCN(CC)S(=O)(=O)c1ccc(C)c(NC(=O)COC(=O)C=C(C)C)c1
  -2%	?	nt
COc1ccc(NC(=O)CC(NCCc2ccccc2)C(=O)O)c(OC)c1 (stereo not given)
  18%	1%	3%
O=C(NC1CCCC1)c1cc(-c2ccc(F)cc2)on1
  -3%	?	?
COC(=O)CCS(=O)(=O)c1ccc(NC(C)=O)cc1
  1%	5%	8%
NCCNc1ccc(C(=O)N2c3ccccc3Sc3ccccc32)cc1[N+](=O)[O-]
  1%	18µM*	nt
Nc1cc(S(=O)(=O)Nc2cc(Cl)ccc2Cl)ccc1N1CCCC1
  14%	-10%	11%
O=C(O)CCN1C(=O)/C(=C2\C(=O)N(Cc3ccc(F)cc3)c3ccccc32)SC1=S
  0%	15µM*	-9%
O=C(CSc1nnc(COc2ccccc2)o1)N1CCOCC1
  20%	-17%	-1%
CCC(=O)N1CCc2cc(-c3csc(NC(=O)c4ccco4)n3)ccc21
  -4%	13µM*	6%
CN(CCc1cn[nH]c1)C(=O)CC1C(=O)NCCN1Cc1ccccc1C(F)(F)F (stereo not given)
  28%	2%	2%
CN(C)S(=O)(=O)c1ccc(C(=O)Oc2coc(CSc3ncccn3)cc2=O)cc1
  -5%	-13%	?
COc1ccc(CN2CC(=O)N(c3cccc(Cl)c3)C2=S)cc1OC
  1%	15µM*	nt
Cc1ccc(CSc2nc(-c3ccccc3C)nc3c2Cc2c(CO)cnc(C)c2O3)cc1
  nt	?	3%
CCCC(=O)N1CCN(c2nc3ccc(Br)cc3s2)CC1
  -4%	-103%	0%
Cc1cccc(NC2SC(=O)NC2=O)c1 (stereo not given)
  24%	16%	0%
Cc1c(Cl)cccc1NC(=O)C(=O)NCCc1csc(-c2cccc(F)c2)n1
  nt	-20%	5%
CC(C(=O)Nc1ccc(C#N)cc1)N(C)CC(=O)Nc1ccccc1Br (stereo not given)
  -3%	?	0%
CC1(C)CC(=O)C(CC(=O)Nc2ccc(S(N)(=O)=O)cc2)=C(O)C1
  6%	-20%	2%
Clc1ccccc1-c1nnn(Cc2ccc(-c3nn[nH]n3)cc2)n1
  21%	?	-1%

(list continues)
compound	N370S GC mod	DT40 TDP1 no CPT	TDP1 inh
COc1cccc2c1C(=O)c1ccc3ccccc3c1C2=O	-4%	?	4%
CCOC(=O)c1cc(=O)c2ccc(OCC(=O)Nc3ccccc3)cc2o1	2%	-4%	5%
COc1ccc(Br)cc1/C=c1\sc2nc(-c3ccco3)nn2c1=O	1%	?	nt
Clc1ccccc1OCCN1CCC(Cc2ccccc2)CC1	-18%	?	-1%
NCCCNc1ccc([N+](=O)[O-])cc1C(F)(F)F	3%	13µM*	-2%
COCCSc1ccccc1C(=O)Nc1ccccc1C#N	8%	?	nt
COC(=O)c1[nH]c2cc(C)ccc2c1NC(=O)CN1CCOCC1	5%	-15%	0%
Cc1cc(C)n2c(SCc3cccs3)nnc2n1	7%	-16%	7%
Nc1nc(SCc2ccc(Cl)cc2Cl)ns1	?	?	-2%
COc1ccc(CCNC(=O)Cn2nnc3ccccc3c2=O)cc1	7%	-3%	8%
CCOC(=O)N1CCC(NC(=O)CCc2c(C)nc3nc(C)nn3c2C)CC1	-17%	2%	7%
O=C(COC(=O)c1ccc(F)cc1)NCC1CCCCC1	nt	2%	1%
O=C(NCCN1C(=O)S/C(=C\c2cccnc2)C1=O)C1CC(=O)N(Cc2ccco2)C1 (stereo not given)	-4%	-17%	8%
C1=C(c2ccc(-c3ccccc3)cc2)Nc2ncnn2C1c1ccco1 (stereo not given)	3%	16µM*	6%
Cc1ccc(OCc2cc(C(=O)NC(C)Cc3cccc(C)n3)no2)cn1 (stereo not given)	-9%	7.3µM*	2%
CCOCC(=O)Nc1ccc(Br)c(C)c1	-15%	-1%	0%
COc1ccc(-c2nc(CS(=O)CC(=O)NC3CCCCC3)c(C)o2)cc1 (stereo not given)	-2%	11%	2%
Cc1cccc(C(=O)NNC(=O)CCn2nnc3ccccc32)c1	4%	-7%	-3%
CCn1cnc2c(cnn2-c2ccccc2)c1=O	4%	-11%	3%
CN(C(=O)COC(=O)c1ccccc1OCc1ccc(Cl)cc1)c1c(N)n(Cc2ccccc2)c(=O)[nH]c1=O	7%	?	-12%
CCCn1ccc2c(OCC(=O)Nc3ccc(F)cc3F)cccc2c1=O	nt	?	0%
COc1ccc(CNC(=O)C/C(C)=N/NC(=O)c2ccccc2OC)cc1	3%	-7%	8%
O=C(c1cn(Cc2ccccc2)nc1-c1cccnc1)N1CCN(Cc2ccccc2)CC1	nt	-12%	1%
COc1cccc(-n2cnc(=O)c3cccnc32)c1	4%	-13%	3%
NS(=O)(=O)c1cc(C(=O)N2CCNC(=O)C2)ccc1Cl	-2%	17%	-12%[0.0935 µM]
COCCNC(=O)Cc1ccc(F)cc1	-12%	-8%	0%
CC(=O)c1cccc(NC(=O)Cn2cnc(S(=O)(=O)N3CCc4ccccc43)c2)c1	2%	-23%	2%
FC(F)(F)c1nnc(-c2ccccc2)nc1Sc1ccc(Cl)cc1	3%	6.5µM*	0%
O=C(CSCC(=O)NCc1ccco1)NCc1ccco1	0%	-7%	-2%
O=C(CN(Cc1ccccc1)S(=O)(=O)c1cccc(C(F)(F)F)c1)NC1CCCCC1	5%	?	-5%
O=C(COC(=O)c1ccc(F)cc1Cl)NC1CCS(=O)(=O)C1 (stereo not given)	nt	-10%	-1%[56.1 µM]
CCOC(=O)C(C(=O)OCC)N(C#N)c1nc(N(C)C)nc(N(C)C)n1	?	-12%	-4%
Oc1ccc(Br)cc1C=Nc1ccc2c3c(cccc13)CC2	11%	-10%	1%
CCn1c(CNc2ccc(Cl)cc2)nnc1SCc1ccccc1	-10%	?	8%
COCC1CCN(C(=O)C2CCC(=O)N(Cc3cccc(F)c3)C2)CC1 (stereo not given)	0%	0%	1%
CCc1cc(C(=O)NCc2ccccc2)no1	nt	-3%	5%

In another format: results already given
Molecule: O=C(NCCN1C(=O)S/C(=C\c2cccnc2)C1=O)C1CC(=O)N(Cc2ccco2)C1 (stereo not given)
  N370S GC mod: -4% | DT40 TDP1 no CPT: -17% | TDP1 inh: 8%
Molecule: C1=C(c2ccc(-c3ccccc3)cc2)Nc2ncnn2C1c1ccco1 (stereo not given)
  N370S GC mod: 3% | DT40 TDP1 no CPT: 16µM* | TDP1 inh: 6%
Molecule: Cc1ccc(OCc2cc(C(=O)NC(C)Cc3cccc(C)n3)no2)cn1 (stereo not given)
  N370S GC mod: -9% | DT40 TDP1 no CPT: 7.3µM* | TDP1 inh: 2%

Later entries
compound	N370S GC mod	DT40 TDP1 no CPT	TDP1 inh
COc1ccccc1OCc1cc(C(=O)NCCN2CCCC(O)C2)no1 (stereo not given)	-14%	1%	2%
COc1ccccc1OCCC(=O)Nc1cccc(S(=O)(=O)N2CCCCC2)c1	4%	?	4%
CC(=O)c1ccc(S(=O)(=O)NCc2nnnn2-c2ccccc2)cc1	-9%	-11%	-8%
CN(C(=O)COC(=O)c1cnc(Cl)c(Cl)c1)C1CCS(=O)(=O)C1 (stereo not given)	0%	-25%	-4%
CCN(CC)c1ccc(NC(=O)CN2CCN(S(=O)(=O)c3cc(Cl)ccc3OC)CC2)cc1	-5%	16µM*	16%&11%
O=C(Nc1ccccc1)c1cc2ccc3ccccc3c2s1	0%	0%	4%
CC(=O)Nc1ccc2nc(-c3ccncc3)[nH]c2c1	6%	-3%	7%
O=S(=O)(Nc1ccc(S(=O)(=O)N2CCOCC2)cc1)c1ccccc1	0%	-24%	4%
Cc1ccc([N+](=O)[O-])c2c1C(N1CCCCC1)C(C)(C)O2 (stereo not given)	-4%	?	2%
COc1ccc(OCC(=O)NC(=S)Nc2ccc(S(=O)(=O)Nc3cc(C)on3)cc2)cc1	-1%	6%	1%
COc1ccc(N2CCN(S(=O)(=O)Cc3ccccc3)CC2)cc1	0%	-25%	0%
CC(C)CNc1ncnc2c1sc1nc(N3CCOCC3)c3c(c12)CC(C)(C)OC3	2%	10µM*	2%
CCOC(=O)c1sc(-c2ccccc2)cc1NC(=O)Nc1ccccc1	7%	?	2%
O=C(C1CCCN(S(=O)(=O)c2cccc3nsnc23)C1)N1CCCCCC1 (stereo not given)	-5%	?	-8%
Cc1cc(C)cc(OC(C)C(=O)Nc2ccccc2C(=O)NCc2cccnc2)c1 (stereo not given)	-5%	?	7%
CCC(C(=O)OCCOCCN(CC)CC)c1ccccc1 (stereo not given)	-2%	0%&-19%	5%
Cc1ccc(S(=O)(=O)Nc2nsc(N)n2)cc1	9%	-11%	8%
